# Source: PubChem BioAssay
# Exocytosis inh: blocks lytic granule exocytosis; TALL-104 LAMP-1 surface exposure, flow cytometry; cells stimulated with thapsigargin and PMA; inhibition, % at 10 µM; 360,000 tested, 0.66% active; AID 651702;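 active = inhibition above about 55%, limit read from the data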
# MC4R ag barr: activates human MC4R beta-arrestin recruitment; U2OS MC4R beta-arrestin complementation, luminescence; percent of melanotan II response, DMSO zero; activation, % at 8.9 µM; P32245; AID 540308; 360,000 tested, 0.98% active;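 active = activation above a per-plate cutoff, the mean activation of sample wells on that plate plus 3 SD, cut at about 8% in these data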
# aDG glyco act: increases alpha dystroglycan glycosylation; Pro5-aDG cells, alpha-DG glycosylation AlphaScreen (IIH6); 0% Pro5, 100% B10-LARGE cell signal; activation, % at 10 µM; 360,000 tested, 0.22% active;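 active = activation of at least 8% versus controls, or a plate z-score of at least 8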;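 note: Pro5 are CHO cells carrying HIG-tagged alpha-DG that lacks glycosylation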
# ABHD5-PLIN5 inh: inhibitors of human ABHD5-perilipin-5 interaction; Q00G26+Q8WTS1; Split G. princeps luciferase complementation, luminescence, 4 h; inhibition, % at 4 µM; 360,000 tested, 0.78% active; AID 602281;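 active = inhibition above the mean inhibition across every tested compound plus 3 SD, cut at about 22% in these data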;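 note: 0% = DMSO only wells and the 100% control is not disclosed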
# TLR9-MyD88 inh: blocks human TLR9 binding to MyD88 | inhibition, % at 4.98 µM | 340,000 tested, 0.21% active | Q9NR96+Q99836 | CHO BLA complementation TLR9-MyD88, CCF4 FRET ratio;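 active = inhibition above the mean over all tested compounds plus 3 SD, cut at about 21% in these data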;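 note: 0% = DMSO only wells and 100% = clavulanate BLA inhibitor control wells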
# ABCB6 inh 2: inhibitors of human ABC transporter ABCB6; 360,000 tested, 0.19% active; K562-ABCB6 porphyrin accumulation, flow cytometry, 1 h; active compounds read low; fluorescence ratio to DMSO, % at 10 µM;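 active = fluorescence ratio to DMSO below 75%, the collection mean minus 3 SD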;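 note: signal is porphyrin accumulated inside mitochondria; 100% equals median channel fluorescence of DMSO control wells; lower ratio means ABCB6 inhibition with less porphyrin fluorescence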
# Target sequence (Q9NP58 whole entry, looked up): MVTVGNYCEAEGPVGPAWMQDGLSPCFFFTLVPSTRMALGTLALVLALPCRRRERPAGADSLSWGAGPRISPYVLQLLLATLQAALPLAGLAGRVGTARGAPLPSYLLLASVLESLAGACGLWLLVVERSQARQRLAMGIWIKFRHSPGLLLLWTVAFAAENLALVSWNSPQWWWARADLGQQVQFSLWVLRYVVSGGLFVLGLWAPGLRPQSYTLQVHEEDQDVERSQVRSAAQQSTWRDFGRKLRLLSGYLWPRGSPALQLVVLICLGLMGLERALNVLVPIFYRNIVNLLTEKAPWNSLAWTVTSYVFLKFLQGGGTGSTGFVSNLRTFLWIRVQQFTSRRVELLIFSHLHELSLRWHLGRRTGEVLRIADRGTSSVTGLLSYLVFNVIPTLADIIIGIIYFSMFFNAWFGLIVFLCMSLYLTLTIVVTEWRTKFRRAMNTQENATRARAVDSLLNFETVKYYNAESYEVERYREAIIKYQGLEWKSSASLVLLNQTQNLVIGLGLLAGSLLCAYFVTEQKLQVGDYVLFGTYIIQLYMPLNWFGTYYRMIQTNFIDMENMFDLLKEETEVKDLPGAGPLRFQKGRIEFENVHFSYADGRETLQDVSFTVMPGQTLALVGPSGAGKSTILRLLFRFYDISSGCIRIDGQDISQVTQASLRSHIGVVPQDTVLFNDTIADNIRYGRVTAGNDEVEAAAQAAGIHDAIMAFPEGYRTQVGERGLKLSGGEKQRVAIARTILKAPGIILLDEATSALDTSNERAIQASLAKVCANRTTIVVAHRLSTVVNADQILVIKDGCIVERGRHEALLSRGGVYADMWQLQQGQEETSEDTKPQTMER
# NOD2 RIPK2 PPI: blocks binding of human NOD2 to RIPK2; inhibition, % at 4.98 µM; 360,000 tested, 0.38% active; CHO BLA complementation NOD2-RIPK2, CCF4 ratio; in the data active = inhibition above about 21%;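 note: 0% = vehicle only and 100% = reference blocker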
# Vif imaging: inhibitors of HIV Vif. HEK293T cells, Vif self-association by quenched fluorescence, imaging, 24 h. inhibition, % at 7.49 µM. 340,000 tested, 0.35% active. AID 602346; in the data active = inhibition above about 50%, passing the limit was not always enough; note: some results filed as inactive read as strong as hits
# MC4R antag cAMP: human MC4R antagonism in cAMP assay. inhibition, % at 6.5 µM. P32245. 360,000 tested, 0.48% active. MC4R-expressing cells, MTII-stimulated cAMP, LANCE TR-FRET;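 active = inhibition above its plate's cutoff, the mean of tested wells on that plate plus 3 SD, cut at about 29% in these data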;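 note: 0% = Melanotan II alone and 100% = Melanotan II plus saturating MCL0020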
#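 System: U2OS cells stably expressing human melanocortin 4 receptor (MC4R). Reagent: Melanotan II challenge after compound preincubation. Doses: 6.5 µM. Times: 30-min compound, 1-h challenge, 1-h detection, room temperature. Measured by: TR-FRET with Eu-cAMP and labeled anti-cAMP, 671 nm. Replicates: singlicate.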
# N-glyco inh: blocks N-linked glycosylation in D54 reporter cells; D54 ERlucT glycosylation luciferase reporter, 24 h; percent of 100 nM tunicamycin response; AID 588692; 360,000 tested, 0.23% active; reporter increase, % at 12.5 µM;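 active = mean luciferase reporter signal, scaled so untreated is 0 and the glycosylation-blocking control 100, at or above a set limit in every replicate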;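 note: luciferase carries N-glycosylation sites so blocking glycosylation raises the light; 0% = median of neutral control wells and 100% = median of 100 nM tunicamycin wells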
# Starred values were filed as active, the others as inactive; i = inactive; · = no result given.
Exocytosis inh	MC4R ag barr	aDG glyco act	ABHD5-PLIN5 inh	TLR9-MyD88 inh	Compound	ABCB6 inh 2	NOD2 RIPK2 PPI	Vif imaging	MC4R antag cAMP	N-glyco inh
-2	-2.4	0.0	9	-3	COC(=O)CN1C(=O)CC(C)(C)S(=O)c2ccccc21 (stereo unspecified)	108	-8	-1	1	0
91*	-0.5	1.0	5	3	COc1ccc(CCNCc2c(-c3ccccc3)n(C)c3ccccc23)cc1	96	10	4	-6	19
-5	-1.1	0.0	-2	0	O=C(OC1CCOC1=O)c1cc(S(=O)(=O)N2CCOCC2)c(Cl)cc1Cl (stereo unspecified)	97	0	5	24	2
6	-2.1	0.1	8	-5	COC(=O)C1=C(C)N(CCCC(=O)O)C(=O)NC1c1ccc(C(F)(F)F)cc1 (stereo unspecified)	101	-11	26	2	1
4	-0.2	0.0	4	4	O=C(CCCc1ccccc1)NCc1ccccc1Cl	97	-6	23	-4	-2
2	-1.1	0.2	-6	-1	CCSc1nc(C2CC2)cc(-c2cccs2)c1C#N	95	-9	-1	19	-5
13	3.0	0.0	16	-7	CC(C)(C)c1ccc(C(=O)Cn2cnnc2C#N)cc1	100	7	-1	13	-1
-14	-1.4	0.7	-2	-2	Cc1nc(SCc2ccc(OCCC(C)C)cc2)n[nH]1	96	-14	-10	11	-2
-1	-1.6	0.0	-7	-3	CCc1ccc(CN(C)C(=O)c2cccc(S(=O)(=O)Nc3ccccc3OC)c2)cc1	98	-5	-14	11	-2
2	-1.7	0.0	-4	-1	COc1ccc(/C=N/NC(=O)CN2CCCC2)cc1	101	2	-10	-3	-1
-2	0.4	0.0	1	-6	COc1cccc(-n2nnc3c(=O)n(Cc4cccc(F)c4)cnc32)c1	100	4	9	23	3
0	-0.9	-0.4	4	1	O=C(O)CC1(CC(=O)Nc2ccccc2C(=O)c2ccccc2)CCCC1	101	-7	3	12	1
0	-0.9	-0.1	3	3	COc1cc(/C=C/C(=O)OCC(=O)N2c3ccccc3CC2C)cc(OC)c1OC (stereo unspecified)	97	3	2	3	4
0	1.4	0.0	0	-3	Cn1c(/C=C/N2CCOCC2)c(C(=O)c2ccc(Br)cc2)c(=O)n(C)c1=O	95	-2	·	-2	2
-2	-1.8	-0.1	-3	-3	Cc1ccc(C(=O)OCC(=O)NC2CCS(=O)(=O)C2)c(C)c1 (stereo unspecified)	87	-15	35	-1	1
0	-1.0	0.2	-3	0	COCc1cc([C@@H]2C[C@H]3CN(c4ccccc4)C(=O)[C@]34CCCN24)ccc1OC	101	-3	·	-3	0
-6	-0.5	0.1	5	3	CC1CCN(C(=O)c2ncn3c2c(=O)[nH]c2ccccc23)CC1	101	0	0	9	2
-4	-2.6	-0.1	-9	0	Cc1ccc(NC(=O)COC(=O)CCCC2=NS(=O)(=O)c3ccccc3N2)cc1C	10*	-1	3	13	4
-5	-2.7	-0.3	-13	8	CCN(CC)S(=O)(=O)c1ccc(C(=O)NCc2n[nH]c(=S)n2-c2ccc(Cl)c(Cl)c2)cc1	103	-1	6	0	2
0	-0.9	-0.1	4	9	COc1ccc(CCN2C(=NC(=O)CCC(=O)O)SC3CS(=O)(=O)CC32)cc1 (stereo unspecified)	94	-6	14	11	0
30	1.4	0.0	0	-11	S=c1[nH]nc(-c2ccc3ccccc3n2)o1	103	4	0	10	1
0	-0.6	0.0	4	4	O=C(NCc1ccco1)c1ccccc1-c1nc(-c2ccc(F)cc2)no1	94	-2	-4	0	-2
-4	-1.8	-0.2	-3	-8	O=C(O)CCC(=O)Nc1ccc(Cc2ccc(NC(=O)CCC(=O)O)c(O)c2)cc1O	97	1	29	0	1
0	-1.0	0.1	2	-1	CCCCN1C[C@H](C)[C@@H](CC(=O)Nc2ccccc2)C1=O	97	-7	·	6	1
-7	-1.2	0.2	-2	2	CC(C)(C)N(Cc1ccccc1)C(=O)COC(=O)c1ccccc1SCC(=O)N1CCCC1	101	-6	4	9	-2
-1	-0.5	-0.2	1	-2	COc1cccc(CNC(=O)C(c2ccc(Cl)cc2)C(C)C)c1 (stereo unspecified)	99	-5	1	11	2
-1	-2.2	-0.3	-2	2	CCn1ccnc1CN1CCC(n2nccc2NC(=O)c2ccccc2OC)CC1	93	-7	6	-7	1
-1	-2.2	-0.5	-4	·	COc1cc(NC(=O)c2ccc(-c3cn[nH]c3)c3ccoc23)cc(OC)c1OC	94	-2	-1	10	2
-1	-1.8	0.5	-5	-5	CCc1nc2ccc(C(=O)NCc3ccccc3)cc2nc1CC	99	-6	-8	6	-1
1	-2.2	0.0	-7	-1	CCOC(=O)c1c(NC(=O)CSc2nnc(C)c(=O)[nH]2)sc(C)c1-c1ccc(C)cc1	98	-2	-2	10	0

# 3 of the compounds above, with two lines to a compound.
# Results follow in this order: Exocytosis inh, MC4R ag barr, aDG glyco act, ABHD5-PLIN5 inh, TLR9-MyD88 inh, ABCB6 inh 2, NOD2 RIPK2 PPI, Vif imaging, MC4R antag cAMP, N-glyco inh
> COc1cccc(CNC(=O)C(c2ccc(Cl)cc2)C(C)C)c1 (stereo unspecified)
→ -1, -0.5, -0.2, 1, -2, 99, -5, 1, 11, 2
> CCn1ccnc1CN1CCC(n2nccc2NC(=O)c2ccccc2OC)CC1
→ -1, -2.2, -0.3, -2, 2, 93, -7, 6, -7, 1
> COc1cc(NC(=O)c2ccc(-c3cn[nH]c3)c3ccoc23)cc(OC)c1OC
→ -1, -2.2, -0.5, -4, ·, 94, -2, -1, 10, 2

# Next compounds:
Exocytosis inh	MC4R ag barr	aDG glyco act	ABHD5-PLIN5 inh	TLR9-MyD88 inh	Compound	ABCB6 inh 2	NOD2 RIPK2 PPI	Vif imaging	MC4R antag cAMP	N-glyco inh
4	-1.4	0.2	7	0	CCOC(=O)N1CCN(CC(=O)Nc2ccc(F)cc2)CC1	96	1	-5	-6	0
0	0.0	0.2	-11	-8	CC(=O)Nc1ccc(S(=O)(=O)Nc2ccc(N3CCCCC3)cc2)cc1	101	-9	-3	-1	-13
7	-0.1	0.2	-2	5	CSC1=N/C(=C/c2cccnc2)C(=O)N1Cc1ccc(Cl)cc1	93	-2	-14	-7	-3
-4	-1.9	0.4	-1	-11	COc1ccccc1Sc1ccccc1/C=N/NC(N)=O	90	6	23	1	1
1	-0.5	0.3	-11	0	Cc1ccc(NC(=O)CCCCCN2C(=O)[C@@H]3Cc4ccccc4CN3C2=O)c(Cl)c1	96	6	-3	-5	-1
10	-1.7	0.3	9	-9	Cc1cc2c3ccccc3ncn2n1	101	1	4	8	-2
0	-4.0	-0.2	-3	2	NC(=O)Cn1nnc(-c2ccc(CN3CCCCC3)cc2)n1	96	0	2	2	0
-3	-1.0	0.0	-2	11	Cc1cccc(NC(=O)CNC(=O)c2ccc(S(=O)(=O)NCc3ccco3)cc2)c1C	104	-8	·	9	1
-5	-1.9	0.0	2	-8	C/C(CS(=O)(=O)c1ccc(Cl)c(Cl)c1)=N/NC(N)=S	94	3	8	2	-1
-6	-3.1	0.2	0	-5	COc1ccccc1N1CCN(C(=O)c2cc(-c3cccs3)on2)CC1	97	11	-9	7	0
-3	-0.5	-0.1	2	6	O=C(Nc1ccccc1)c1cccc(N2C(=O)CCC2=O)c1	98	-10	-15	-4	2
0	·	0.4	2	·	O=C1CCCCC(=O)[C@H](OC(=O)c2ccccc2)C[C@H](c2ccccc2)O1	99	-3	·	·	·
-1	-1.0	-0.1	1	5	COC(=O)NNC(=O)c1ccccc1C	101	-3	-2	6	2
5	-2.2	0.3	1	-3	O=C1CNC(=O)c2cc(Cl)ccc2N1	99	4	-5	11	2
-4	1.0	-0.1	1	0	CSc1ccccc1C(=O)NC1CCCN(Cc2ccccc2F)C1 (stereo unspecified)	96	0	-6	16	-4
-3	0.1	0.0	10	1	CCCCCCC1CC(CSC(=N)N)OC1=O (stereo unspecified)	105	-3	-4	1	5
0	8.6*	0.0	4	·	CC1(C(=O)NC2CCc3ccccc32)CCN1CCc1ccccc1 (stereo unspecified)	103	12	·	3	0
5	-0.2	0.1	-2	9	CN(CC(=O)Nc1ccccc1C(F)(F)F)C(=O)COc1ccccc1Cc1ccccc1	98	0	-6	5	-2
5	0.7	0.1	7	-6	COC(=O)[C@@]1(Cc2ccccc2)[C@H]2C(=O)N(C)C(=O)[C@H]2[C@H]2CN=C(SCc3ccccc3)N21	99	-8	-14	-2	1
-1	-1.3	0.3	-2	-7	CC(C)OCCCNC(=O)CN1CCN(Cc2ccccc2Cl)C1=O	85	-8	-2	-2	2
-2	0.1	0.5	-4	-8	COc1ccccc1NC(=O)NNC(=O)CCc1ccccc1	93	0	-2	4	2
0	-1.2	-0.1	-2	0	CCOc1ccccc1N1CCN(C(=O)c2ccccc2SCC(=O)N2CCCC2)CC1	94	-1	·	13	1
42	21*	-0.6	2	4	COc1ccc(Cn2c(SCc3cc(C)ccc3C)nc3cc(OC)c(OC)cc3c2=N)cc1	97	4	-5	10	-19
2	3.7	0.1	-5	2	Cc1cccc(Nc2nc3ccccc3s2)c1C	94	-2	-7	2	-12
22	3.8	0.9	-4	-4	CCOC(=O)c1ccc(NC(=S)NCCc2ccccc2F)cc1	102	-2	-3	6	-1
1	-2.2	-0.4	3	-5	O=C(NNC(=S)NC1CCCCC1)c1ccccc1Cl	96	-2	3	5	1
0	-3.4	0.5	-4	0	Cc1nnn(-c2nonc2N)c1C(=O)NNC(=O)c1ccc(Cl)c(Cl)c1	97	0	14	1	6
3	-2.9	-0.1	6	8	CN(C)c1ccc(/C=C(\C#N)C(=O)Nc2nc3c(s2)CCN(Cc2ccccc2)C3)cc1	284	9	i	9	-4
0	-0.3	0.1	-7	7	CCCCCOC(=O)Nc1nnc(CCC)s1	85	-3	3	-1	3
5	-1.4	0.0	7	3	CNc1oc(-c2ccc(Cl)cc2)nc1C#N	93	-8	-1	11	2
0	-1.6	0.2	-2	-2	O=C(CSc1oc(-c2ccc(F)cc2)nc1S(=O)(=O)c1ccccc1)NCC1CCCO1 (stereo unspecified)	87	4	-2	3	-2
-6	4.8	-0.1	-2	-1	CCOc1ccc(-n2nnc3c(=O)n(CC(=O)c4ccccc4)cnc32)cc1	97	-2	4	-4	0
2	-0.5	0.1	-2	6	Cc1cc(-c2csc(NC(=O)C3=COCCO3)n2)c(C)n1C	104	13	-12	4	1
2	-0.8	1.0	-5	2	CN1CCCC(OC(=O)/C(C#N)=C/c2ccccc2)C1 (stereo unspecified)	92	-2	0	2	2
1	-0.5	0.2	-6	-7	COCCn1c(-c2ccc(Cl)cc2)cnc1SCC(=O)NCc1cccs1	95	-3	-14	-4	-2
5	1.8	0.0	-5	2	COC(=O)[C@]1(Cc2ccccc2)N[C@H](CN(C)C(=O)c2ccc(F)cc2)[C@@H]2C(=O)N(Cc3ccccc3)C(=O)[C@@H]21	96	-1	-1	10	-2
8	-1.3	-0.1	6	-6	O=C(NCc1ccncc1)C1CCN(C(=O)c2cccc(Cl)c2)CC1	96	-2	-3	13	1
-2	-0.1	0.2	-3	-32	CCNC(=O)CSc1nnc(-c2cccc(S(=O)(=O)N(CC)CC)c2)n1CCc1ccccc1	98	-2	3	9	1
0	0.6	-0.1	6	-2	COc1ccc(NC(=O)CN(c2ccccc2OC)S(=O)(=O)c2cccs2)cc1Cl	102	0	-11	1	13
14	-0.3	0.4	-4	-4	CCOC(=O)c1cnc2ccc(OCC)cc2c1NCc1ccccc1	93	-14	-12	35*	-5

# These rows are one share of the data. The share of hits here may be higher or lower than overall.
